Screens deposited in PubChem by several laboratories.
Lmaj promast – reduces viability of Leishmania major promastigotes | resazurin fluorescence viability | inhibition, % at 10 µM | actives 9% (n = 200,000) | AID 1063;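 note: promastigotes grown with compound for 44 hours at 28 °C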
Diaph inh CS – inhibits diaphorase or chemically oxidizes, flagging diaphorase assay artifacts | diaphorase resazurin-to-resorufin fluorescence, NADH, 16 min; bacterial (C. kluyveri) enzyme, not human | inhibition, % at 20 µM | actives 0.69% (n = 190,000) | AID 1217;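 active = primary screen inhibition at 20 µM above a set limit, cut at about 50% in these data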;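 note: plate controls were DMSO with full reaction for no effect and wells lacking NADH for full effect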
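controls = No-NADH positive control and DMSO neutral control | system = Clostridium kluyveri diaphorase enzyme | timing = reaction incubation of 16 min at room temperature | signal = resorufin fluorescence 544/590 nm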
Hsp70 activator – switches on Hsp70 transcription; HeLa Hsp70 promoter luciferase reporter, luminescence; scaled: vehicle 0, proteasome-inhibitor control 100%; activation, % at 10 µM; actives 0.04% (n = 200,000); AID 1203;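 active = activation above the mean across all tested compounds plus 3 SD, cutoff set per campaign, cut at about 5.5% in these data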;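 note: 100% = MG132 at 30 µM as the positive control and 0% = DMSO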
Diaph act CS – activates diaphorase or chemically reduces, flagging diaphorase assay artifacts | Diaphorase/resazurin coupled assay, resorufin fluorescence, 16 min; active compounds read high; 1 = vehicle wells, 0 = NADH-free wells | activation factor at 20 µM | actives 0.005% (n = 190,000);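 active = diaphorase activity raised at least twofold by the compound at 20 µM; inactive = activation factor below 2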
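System – purified diaphorase enzyme from Clostridium kluyveri · Input – enzyme 0.07 U/mL final · Also added – final NADH 0.114 mM, resazurin 0.1 mM · Measured by – fluorescence of resorufin, 544 nm excitation, 590 nm emission · Timing – 16 min enzyme reaction, ambient temperature · Measure – resorufin increase flagging diaphorase activators or reducers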
DTT redox prof – compounds producing H2O2 with reducing agent – biochemical, NIH compound library profiling, artefact control for MLSCN library redox annotation, primary screen. activation, % at 10 µM. AID 878. actives 0.03% (n = 200,000). DTT-dependent redox cycling H2O2, phenol red/HRP absorbance; 100% = 100 µM peroxide control, 0% = buffer;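 active = activation of at least 50% relative to the plate's high and low controls in the primary single-dose screen; inactive = activation below 50%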;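 note: compound incubated with DTT at 0.8 mM final as the reducing agent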
PMI act satM6P – PMI (human) activation, high substrate | P34949 | coupled PMI enzyme assay, resazurin fluorescence, 20 min; active compounds read high; 1 = untreated enzyme, 0 = substrate-free blank | activation factor at 20 µM | actives 0.34% (n = 190,000);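 active = activation factor of 2 or more at 20 µM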
Target sequence (P34949 whole entry, looked up): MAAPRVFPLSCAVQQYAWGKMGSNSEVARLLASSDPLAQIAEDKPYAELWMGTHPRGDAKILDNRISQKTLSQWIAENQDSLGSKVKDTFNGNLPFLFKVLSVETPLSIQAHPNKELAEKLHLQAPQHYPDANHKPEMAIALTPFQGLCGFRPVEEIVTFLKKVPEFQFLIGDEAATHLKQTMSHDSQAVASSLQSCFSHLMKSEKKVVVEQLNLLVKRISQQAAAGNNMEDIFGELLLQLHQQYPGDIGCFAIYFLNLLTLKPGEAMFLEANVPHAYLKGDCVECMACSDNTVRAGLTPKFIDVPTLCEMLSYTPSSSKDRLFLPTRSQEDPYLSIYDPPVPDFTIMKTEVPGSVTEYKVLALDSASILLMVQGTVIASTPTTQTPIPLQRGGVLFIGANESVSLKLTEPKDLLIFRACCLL
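Material: human phosphomannose isomerase with PGI, G6PDH, diaphorase coupling enzymes / Reagent: Man-6-P substrate 1.0 mM / Dosing: single compound dose of 20 µM, 1% DMSO final / Incubation: enzyme reaction with compound 20 min at room temperature / Signal: resorufin fluorescence (Ex 544/Em 590 nm) from resazurin via diaphorase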
TLR4 MyD88 comp – TLR4-MyD88 interaction inhibition in cells. O00206+Q99836. HeLa CL3-4 TLR4/MyD88 BLA complementation, FRET ratio. inhibition, % at 8.4 µM. actives 0.18% (n = 200,000); in the data active = inhibition above about 25%;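 note: 0% = vehicle and 100% = reference inhibitor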
G6PDH counter – counter-screen for G6PDH assay hits: L. mesenteroides G6PDH inhibition; Purified L. mesenteroides G6PDH, diaphorase/resazurin coupled fluorescence, 45 min; inhibition, % at 5 µM; actives 0.12% (n = 200,000); AID 1020
RAM network inh – blocks the yeast RAM network. inhibition, % at 50 µM. actives 1.8% (n = 190,000). S. cerevisiae dse1pr::URA3 reporter, 5-FOA growth OD615, 2 d; analog-sensitive cbk1-as2 kinase mutant strain. AID 868;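 active = inhibition above a set limit, 3 SD over mean compound inhibition, cut at about 8.4% in these data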;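 note: 0% = DMSO-only wells with no growth and 100% = 10 µM 1-NA-PP1 full growth; inhibition rescues growth on 5-FOA so higher OD means more RAM inhibition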
PMI act – increases human mannose-6-phosphate isomerase activity; P34949; purified human PMI, coupled resazurin fluorescence, 20 min; active compounds read high; 1 = vehicle control, 0 substrate-free wells; activation factor at 20 µM; actives 0.005% (n = 190,000); AID 1214;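 active = activation factor of 2 or more at 20 µM, relative to plate controls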
S1P3 antag – S1P3 (human) receptor antagonism. inhibition, % at 4.98 µM. CHO S1P3 NFAT-BLA reporter, FRET fluorescence, antagonist mode. actives 0.27% (n = 170,000);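 active = inhibition above the plate cutoff, the mean inhibition of test wells on that plate plus 3 SD, cut at about 28% in these data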;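 note: cells challenged with S1P at its EC80 of 0.8 µM; blue over green emission ratio from cleaved BLA substrate after 4 h stimulation; 0% = S1P-stimulated wells and 100% = unstimulated DMSO-only wells; some compounds past the cut are filed as inactive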
Target sequence (Q99500 whole entry, looked up): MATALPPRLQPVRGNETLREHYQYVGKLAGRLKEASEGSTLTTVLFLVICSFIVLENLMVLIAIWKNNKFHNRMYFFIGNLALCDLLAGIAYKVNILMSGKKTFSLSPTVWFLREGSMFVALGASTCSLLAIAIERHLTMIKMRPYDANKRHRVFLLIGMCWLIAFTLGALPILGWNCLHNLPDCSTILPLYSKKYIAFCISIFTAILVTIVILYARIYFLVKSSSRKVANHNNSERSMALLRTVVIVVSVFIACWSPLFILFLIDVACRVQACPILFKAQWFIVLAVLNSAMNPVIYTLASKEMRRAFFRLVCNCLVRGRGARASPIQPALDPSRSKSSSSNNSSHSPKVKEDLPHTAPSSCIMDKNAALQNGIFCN
* marks the source's active call; other numbers are inactive results; · = no result given. Cut-off read from the data, not from the text of the source, unless noted: active = inhibition above about 50%; inactive = the rest.

Letters – A = Lmaj promast; B = Diaph inh CS; C = Hsp70 activator; D = Diaph act CS; E = DTT redox prof; F = PMI act satM6P; G = TLR4 MyD88 comp; H = G6PDH counter; I = RAM network inh; J = PMI act; K = S1P3 antag
> CC(=O)Nc1c(O)n(C)c2ccccc12
  A: -7; B: 8; C: -0.2; D: 0.9; E: -0.7; F: 1; G: -13; H: -10; I: 2.6; J: 0.9; K: 1

> Cc1cc(=O)n(CC(=O)Nc2cc(Cl)ccc2C)c(C(C)C)n1
  A: 8; B: 1; C: -0.1; D: 1; E: -1.1; F: 1; G: 6; H: 9; I: 0.4; J: 1.1; K: -24

> O=C(CSc1nnc(-c2ccccn2)n1Cc1ccco1)Nc1ccc2c(c1)OCO2
  A: 2; B: 3; C: 0.1; D: 1; E: 3.0; F: 1; G: -7; H: 5; I: 4.5; J: 1; K: ·

> CCCCN(c1ccccc1)S(=O)(=O)N(C)C
  A: 1; B: 9; C: -0.1; D: 0.9; E: -0.2; F: 1; G: -5; H: 11; I: -1.6; J: 1.1; K: -19

> CNC(=O)/C=C1\NC(C)(C)Cc2ccccc21
  A: 0; B: 2; C: -0.1; D: 1; E: -0.5; F: 1.1; G: -2; H: -7; I: 0.8; J: 1.1; K: ·

> COc1ccc2c(Cl)c(C(=O)NN3CCN(C)CC3)sc2c1
  A: 3; B: -3; C: 0.4; D: 1; E: -0.1; F: 0.8; G: -9; H: 12; I: 1.3; J: 0.9; K: 4

> COc1ccc(/C=C(\C#N)C(=O)OCC(=O)Nc2ccc(-c3nc4ccc(C)cc4s3)cc2)cc1
  A: -2; B: -1; C: -0.2; D: 1; E: -0.1; F: 1; G: 1; H: 8; I: 1.3; J: 1; K: -2

> C#CCOC(=O)/C(=C/c1ccc(F)cc1)NC(C)=O
  A: 6; B: -3; C: 0.0; D: 1; E: -0.2; F: 1; G: -6; H: -7; I: -1.1; J: 0.9; K: 5

> CC1=C(C(=O)OC(C)C)C(c2c[nH]c3ccccc23)n2ncnc2N1 (stereo unspecified)
  A: 7; B: 15; C: -0.2; D: 0.8; E: -0.9; F: 1; G: -7; H: 6; I: 0.6; J: 0.9; K: -31

> O=S(=O)(Nc1cc(Sc2cccc3cccnc23)c(O)c2ccccc12)c1ccc(F)cc1
  A: 100*; B: 26; C: 0.6; D: 0.7; E: -0.6; F: 0.5; G: 29*; H: 22; I: 3.5; J: 1; K: 11

> O=C(NCCCCc1ccccc1)C12CN(Cc3ccccc3)CC1C(c1cccc([N+](=O)[O-])c1)=NO2 (stereo unspecified)
  A: 7; B: 18; C: -0.2; D: 0.8; E: -2.7; F: 0.8; G: 5; H: 5; I: 7.5; J: 0.7; K: ·

> COc1cc(OC)cc(C(=O)NC(=S)Nc2cccnc2)c1
  A: -3; B: 11; C: 0.0; D: 0.9; E: 0.5; F: 1; G: 5; H: -4; I: 3.6; J: 0.9; K: ·

> Cc1ccc(-n2nc(CC#N)c(C#N)c2N)cc1
  A: -2; B: 15; C: -0.2; D: 0.9; E: 0.2; F: 1; G: -2; H: -23; I: 1.9; J: 1; K: 5

> CCOC(=O)c1cc(C#N)c(SCC(=O)c2cc(C#N)c(SC)nc2C)nc1C
  A: ·; B: 35; C: ·; D: 0.6; E: ·; F: 1.8; G: ·; H: 8; I: ·; J: 1.4; K: -10

> Cc1ccsc1/C=C1\SC(N2CCOCC2)=NC1=O
  A: -6; B: 7; C: -0.2; D: 0.9; E: 2.3; F: 1; G: 5; H: 6; I: 0.1; J: 1; K: ·

> O=C(Cc1ccccc1)N/N=C/c1cc(Br)cc(Cl)c1O
  A: 82*; B: 17; C: 0.2; D: 0.8; E: 0.1; F: 1; G: 2; H: -9; I: 1.9; J: 1.2; K: -2

> C[C@H](NC(=O)Cc1cccc2ccccc12)C(=O)N1CCCN(C)CC1
  A: -5; B: 5; C: -0.2; D: 0.9; E: 5.1; F: 1; G: -8; H: 3; I: 0.7; J: 1.2; K: -20

> CC(C)SCCCOc1ccc(C(C)(C)C)cc1
  A: -6; B: 9; C: -0.6; D: 0.9; E: 0.1; F: 1; G: 3; H: -4; I: 0.7; J: 1; K: ·

> C=CCN(CC=C)CCOc1ccccc1
  A: 54*; B: 16; C: -0.3; D: 0.8; E: 0.0; F: 0.9; G: -18; H: 9; I: 2.0; J: 1; K: -11

> O=C(COC(=O)c1ccc(S(=O)(=O)N2CCCC2)cc1)NCc1ccccc1
  A: -3; B: 7; C: -0.4; D: 0.9; E: 1.8; F: 0.9; G: 6; H: 5; I: 2.2; J: 1; K: -18

> CCS(=O)(=O)CCSc1nc(C)cc(C)c1C#N
  A: -1; B: 8; C: -0.4; D: 0.9; E: -0.4; F: 1; G: -9; H: -3; I: 2.4; J: 0.9; K: 16

> CCNC(=O)Oc1ccc(-c2csnn2)cc1
  A: 0; B: 13; C: -0.5; D: 0.9; E: 15; F: 1; G: -2; H: 2; I: 2.1; J: 1; K: 1

> Clc1cccc(Cl)c1/C=C/c1nc2ccccc2[nH]1
  A: 98*; B: 10; C: -0.1; D: 0.9; E: -0.1; F: 0.9; G: -9; H: 13; I: 0.8; J: 1; K: ·

> CCCCCCn1c(SCC(=O)c2c(N)n(C)c(=O)n(C)c2=O)nc2ccccc21
  A: -7; B: 1; C: -0.1; D: 1; E: 0.0; F: 1; G: -5; H: 11; I: 2.4; J: 1; K: ·

> CCC(=O)Nc1ccc2c(c1)ncn2-c1ccccc1C
  A: 3; B: 8; C: 0.1; D: 0.9; E: -1.1; F: 1.1; G: -6; H: 4; I: 2.2; J: 0.9; K: -16

> CN(Cc1ccccc1)C(=O)c1ccc2c(c1)OCO2
  A: -13; B: -6; C: -0.1; D: 1.1; E: -2.1; F: 1; G: -11; H: 2; I: -0.7; J: 1.1; K: ·

> COc1cc(/C=N/Nc2nc3ccccc3[nH]2)cc(OC)c1O
  A: 22; B: 21; C: -0.5; D: 0.8; E: 0.3; F: 0.7; G: -8; H: -10; I: -0.2; J: 0.7; K: 4

> O=C(NCCc1nc2ccccc2[nH]1)/C(=C/c1ccc2c(c1)OCO2)NC(=O)c1ccc(Cl)cc1Cl
  A: -1; B: 9; C: -0.3; D: 0.9; E: -0.4; F: 1; G: -20; H: -3; I: 2.3; J: 1; K: -18

> Cc1c(C(=O)N(C)C)c2cc(Cl)ccc2n1O
  A: -7; B: 21; C: -0.2; D: 0.8; E: -0.2; F: 0.8; G: -2; H: 2; I: 0.4; J: 0.8; K: -8

> COc1ccc2[nH]c(=O)c(CN(CCCN3CCOCC3)C(=O)NCc3ccccc3)cc2c1
  A: -5; B: 6; C: 0.3; D: 0.9; E: -0.9; F: 1; G: 1; H: 7; I: -1.2; J: 1; K: -18

> CC(=O)c1cccc(N(CC(=O)N2CCCCC2)S(C)(=O)=O)c1
  A: -1; B: 2; C: -0.2; D: 1; E: 0.2; F: 1; G: -1; H: 5; I: 0.9; J: 1.1; K: ·

> COc1ccc(Cl)cc1-c1csc(N)n1
  A: 0; B: -2; C: 0.1; D: 1; E: -0.6; F: 1.1; G: 10; H: 4; I: -0.8; J: 1.1; K: -10

> CC(Sc1nc(N2CCOCC2)c2c(c1C#N)CC(C)(C)OC2)C(=O)Nc1ccccc1 (stereo unspecified)
  A: 35; B: 4; C: -0.4; D: 1; E: 2.1; F: 1; G: 2; H: 4; I: 0.5; J: 1.1; K: 17

> O=C(O)CCC(NC(=O)c1ccc(Cl)cc1)C(=O)O (stereo unspecified)
  A: -3; B: 10; C: -0.3; D: 0.9; E: -0.7; F: 0.8; G: 3; H: -4; I: 0.4; J: 0.9; K: 8

> CCN(CC)C(=O)CSc1nc(-c2ccccc2)cc(=O)[nH]1
  A: -6; B: 19; C: 0.0; D: 0.8; E: -1.3; F: 0.9; G: -6; H: 15; I: 0.5; J: 0.9; K: 10

> CC1=NN(C(=O)c2c(Br)cnn2C)C(O)(C(F)(F)F)C1 (stereo unspecified)
  A: -5; B: -20; C: 0.0; D: 1.2; E: 9.3; F: 1.2; G: 7; H: 5; I: -0.1; J: 1.2; K: ·

> CCOc1ccccc1CN1CCN(C2CCOCC2)CC1CCO (stereo unspecified)
  A: 0; B: 12; C: -0.4; D: 0.9; E: 0.5; F: 0.9; G: 15; H: 14; I: 2.6; J: 0.8; K: -5

> CCOc1ccc(NC(=O)Nc2nnc(CC(=O)NCc3ccccc3)s2)cc1
  A: -5; B: -6; C: -0.3; D: 1.1; E: 0.3; F: 0.9; G: -7; H: 16; I: 5.2; J: 1; K: 0

> C=CCc1ccc(OCCCN2CCCC(C)C2)c(OC)c1 (stereo unspecified)
  A: 100*; B: 9; C: 0.3; D: 0.9; E: 0.1; F: 0.9; G: 1; H: 12; I: 1.6; J: 0.9; K: ·

> O=C(CSc1ccccn1)Nc1nc2ccc(Br)cc2s1
  A: -4; B: 13; C: -0.2; D: 0.9; E: -3.8; F: 1; G: -11; H: 2; I: 1.1; J: 1; K: ·

Part of the list above, set out differently:
Results follow in this order: Lmaj promast	Diaph inh CS	Hsp70 activator	Diaph act CS	DTT redox prof	PMI act satM6P	TLR4 MyD88 comp	G6PDH counter	RAM network inh	PMI act	S1P3 antag
- CC(Sc1nc(N2CCOCC2)c2c(c1C#N)CC(C)(C)OC2)C(=O)Nc1ccccc1 (stereo unspecified)
    35	4	-0.4	1	2.1	1	2	4	0.5	1.1	17
- O=C(O)CCC(NC(=O)c1ccc(Cl)cc1)C(=O)O (stereo unspecified)
    -3	10	-0.3	0.9	-0.7	0.8	3	-4	0.4	0.9	8
- CCN(CC)C(=O)CSc1nc(-c2ccccc2)cc(=O)[nH]1
    -6	19	0.0	0.8	-1.3	0.9	-6	15	0.5	0.9	10
- CC1=NN(C(=O)c2c(Br)cnn2C)C(O)(C(F)(F)F)C1 (stereo unspecified)
    -5	-20	0.0	1.2	9.3	1.2	7	5	-0.1	1.2	·
- CCOc1ccccc1CN1CCN(C2CCOCC2)CC1CCO (stereo unspecified)
    0	12	-0.4	0.9	0.5	0.9	15	14	2.6	0.8	-5
- CCOc1ccc(NC(=O)Nc2nnc(CC(=O)NCc3ccccc3)s2)cc1
    -5	-6	-0.3	1.1	0.3	0.9	-7	16	5.2	1	0
- C=CCc1ccc(OCCCN2CCCC(C)C2)c(OC)c1 (stereo unspecified)
    100*	9	0.3	0.9	0.1	0.9	1	12	1.6	0.9	·
- O=C(CSc1ccccn1)Nc1nc2ccc(Br)cc2s1
    -4	13	-0.2	0.9	-3.8	1	-11	2	1.1	1	·
